# TLR4-MyD88 BLA: inhibitors of TLR4-MyD88 association in cells, primary screen, cell-based, HeLa CL3-4, BLA complementation, FRET ratio; Toll-like receptor 4 (Homo sapiens) + Myeloid differentiation primary response protein …; HeLa CL3-4 TLR4/MyD88 BLA complementation; inhibition, % at 8.4 µM; 200,000 compounds, 0.18% hits; AID 861, 2007; in the data active = inhibition above about 25%;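 note: 0% = vehicle and 100% = reference inhibitor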
# Target sequence (O00206 whole entry, looked up): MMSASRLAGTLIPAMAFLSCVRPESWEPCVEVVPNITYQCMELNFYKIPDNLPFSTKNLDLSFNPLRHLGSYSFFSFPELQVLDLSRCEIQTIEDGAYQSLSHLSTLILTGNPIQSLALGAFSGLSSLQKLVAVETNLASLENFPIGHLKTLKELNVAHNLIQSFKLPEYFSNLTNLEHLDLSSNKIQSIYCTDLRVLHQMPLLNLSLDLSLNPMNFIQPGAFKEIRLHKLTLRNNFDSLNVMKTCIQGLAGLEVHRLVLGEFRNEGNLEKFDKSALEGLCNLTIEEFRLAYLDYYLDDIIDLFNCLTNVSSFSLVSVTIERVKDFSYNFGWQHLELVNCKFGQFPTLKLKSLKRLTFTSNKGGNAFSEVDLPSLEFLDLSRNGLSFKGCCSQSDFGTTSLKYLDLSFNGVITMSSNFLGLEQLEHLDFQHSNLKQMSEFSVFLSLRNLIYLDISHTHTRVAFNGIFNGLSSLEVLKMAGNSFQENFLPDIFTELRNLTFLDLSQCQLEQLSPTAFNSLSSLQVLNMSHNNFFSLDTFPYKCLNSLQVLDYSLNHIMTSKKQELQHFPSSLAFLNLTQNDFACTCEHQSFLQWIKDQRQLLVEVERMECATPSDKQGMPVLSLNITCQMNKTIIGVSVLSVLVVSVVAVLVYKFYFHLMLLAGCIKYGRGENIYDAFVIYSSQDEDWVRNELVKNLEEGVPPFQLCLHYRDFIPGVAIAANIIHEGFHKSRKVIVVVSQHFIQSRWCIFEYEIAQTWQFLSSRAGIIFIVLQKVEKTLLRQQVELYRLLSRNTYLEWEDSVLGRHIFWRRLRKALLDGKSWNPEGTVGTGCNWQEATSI
# Target sequence (Q99836 whole entry, looked up): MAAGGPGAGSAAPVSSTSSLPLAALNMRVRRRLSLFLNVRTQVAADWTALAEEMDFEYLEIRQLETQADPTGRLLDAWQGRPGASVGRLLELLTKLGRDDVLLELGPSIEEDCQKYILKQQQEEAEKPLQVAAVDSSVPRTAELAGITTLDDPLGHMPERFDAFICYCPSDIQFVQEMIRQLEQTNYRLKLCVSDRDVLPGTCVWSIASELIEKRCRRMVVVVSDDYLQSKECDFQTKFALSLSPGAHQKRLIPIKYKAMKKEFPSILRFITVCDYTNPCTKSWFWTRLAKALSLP
# STAT1 act: STAT1 signaling activators, primary screen, cell-based, HTS, luciferase reporter | 200,000 compounds, 2.6% hits | activation (% of control), % at 5.5 µM | NIH 3T3 STAT1-luciferase reporter, IFN-gamma, luminescence; 100% = IFN-gamma alone, no compound | AID 932, 2007;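 active = activation above the screen-wide mean activation plus 3 SD, cut at about 130% in these data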;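 note: raw ratio to IFN-gamma control signal so 100% means no change and 0% no light; values of inactives mirror those of a sister screen read the other way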
# Hsp70 act: Hsp70 transcriptional activators, primary screen, cell-based, HeLa, Hsp70 promoter luciferase, luminescence, 10 µM; HeLa Hsp70 promoter luciferase reporter; scaled: vehicle 0, proteasome-inhibitor control 100%; activation, % at 10 µM; 200,000 compounds, 0.04% hits; AID 1203, 2008;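 active = activation above the mean across all tested compounds plus 3 SD, cutoff set per campaign, cut at about 5.5% in these data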;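 note: 100% = MG132 at 30 µM as the positive control and 0% = DMSO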
# STAT1 inh: STAT1 signaling inhibitors, primary screen, cell-based, HTS, luciferase reporter; NIH 3T3 STAT1-luciferase reporter, IFN-gamma, luminescence; inhibition, % at 5.5 µM; 200,000 compounds, 0.35% hits;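 active = inhibition above a set limit, the mean inhibition across all tested compounds plus 3 SD, cut at about 34% in these data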;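 note: 0% = IFN-gamma with DMSO and 100% = IFN-gamma with 300 µM nifuroxazide; values of inactives mirror those of a sister screen read the other way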
# STAT3 blocker: IL-6 driven STAT3 reporter inhibitors, primary screen, U3A cells, luciferase, luminescence, MLSCN library; inhibition, % at 5.5 µM; IL-6 STAT3-luciferase reporter; host cell line lacks STAT1; 190,000 compounds, 0.89% hits; AID 862, 2007;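 active = inhibition above the mean inhibition across all screened compounds plus 3 SD, cut at about 44% in these data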;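 note: 0% = DMSO only wells and 100% = 100 µM nifuroxazide control wells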
# DTT redox prof: compounds producing H2O2 with reducing agent – biochemical, NIH compound library profiling, artefact control for MLSCN library redox annotation, primary screen. DTT-dependent redox cycling H2O2, phenol red/HRP absorbance; 100% = 100 µM peroxide control, 0% = buffer. activation, % at 10 µM. 200,000 compounds, 0.03% hits;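 active = activation of at least 50% relative to the plate's high and low controls in the primary single-dose screen; inactive = activation below 50%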;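 note: compound incubated with DTT at 0.8 mM final as the reducing agent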
# NF-kB neuron act: activators of NF-kB expression in neurons, primary screen, cell-based, HTS; AID 1239, 2008; fold change at 12.5 µM; human neuronal cells, NF-kB reporter expression; stronger effect = higher value; 190,000 compounds, 1.6% hits; in the data active = fold change above about 3.3
# Efa HMGR inh: inhibitors of E. faecalis class II HMGR, primary screen, biochemical, Enterococcus faecalis; 190,000 compounds, 0.41% hits; purified E. faecalis HMGR, NADPH absorbance 340 nm kinetic; HMG-CoA reductase (Enterococcus faecalis, mvaE); AID 1066, 2008; inhibition, % at 10 µM;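 active = inhibition above a set limit, the median over all tested compounds plus 3 SD, cut at about 9.5% in these data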;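 note: enzyme runs in reverse so mevalonate oxidation gives rising NADPH absorbance; 0% = complete reaction with DMSO and 100% = background rate lacking mevalonate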
# APP 5'UTR act: activators of APP 5'UTR luciferase reporter, primary screen, SH-SY5Y cells. activation, % at 2 µM. SH-SY5Y APP 5'UTR luciferase reporter, luminescence; zero percent = DMSO vehicle wells. 190,000 compounds, 1% hits;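 active = activation above a set limit, based on mean plus 3 SD of controls, cut at about 140% in these data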; note: values of inactives mirror those of a sister screen read the other way
# STAT3 act: IL-6 driven STAT3 reporter potentiators, primary screen, U3A cells, luciferase, luminescence, MLSCN library; IL-6 STAT3-luciferase reporter; 100% = signal with IL-6 EC80 alone; activation (% of control), % at 5.6 µM; 190,000 compounds, 0.91% hits; AID 871, 2007;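 active = activation above the screen-wide mean of compound activation plus 3 SD, cut at about 130% in these data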;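 note: 0% = background luminescence of wells with medium and substrate only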
#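 system = STAT3-luciferase reporter U3A cells | reagent = IL-6 stimulus at 33 ng/mL final | timing = 1 h compound pre-exposure, 6 h IL-6 stimulation, 37 °C | measured by = luminescence | evaluation = % activation versus median of IL-6-stimulated wells | control set = IL-6-only wells as 100% reference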
# * = called active by the depositor; . = not tested or not shown.
SMILES,TLR4-MyD88 BLA,STAT1 act,Hsp70 act,STAT1 inh,STAT3 blocker,DTT redox prof,NF-kB neuron act,Efa HMGR inh,APP 5'UTR act,STAT3 act
O=C(Nc1nnc(Cc2ccc(Cl)cc2)s1)c1cccs1,1,101,-0.3,2,11,-1.5,1.1,1,-6,98
Cc1ccc(CNC(=O)CS(=O)Cc2nc(-c3ccccc3C)oc2C)cc1 (configuration not stated),3,101,0.1,-1,5,-1.0,0.96,-9,10,100
Cc1ccc(-n2nnnc2SCC(=O)NCCC2=CCCCC2)c(C)c1,14,100,-0.3,0,18,-4.1,0.9,-6,-6,91
Cc1ccc2occ(/C=C/C(=O)c3ccccc3O)c(=O)c2c1,-10,101,-0.4,-1,-3,2.2,2.3,0,10,108
Cc1nn(C)cc1[C@@H]1C[C@H]2CN(Cc3cccc(Cl)c3)C(=O)[C@]23CCCN13,-2,101,0.0,-2,5,0.3,1.2,0,1,100
COCCNC(=O)/C(C#N)=C1\N=C(N)c2ccccc21,-7,85,-0.1,17,21,0.1,1.2,-8,-6,82
Cc1nn(C)c(Oc2ccccc2)c1CCNC(=O)C(C)(C)C,9,99,0.1,0,6,0.5,1.1,-4,-8,105
CSCCC(NC(=O)c1ccccc1)C(=O)OCC(=O)N(C)CCC#N (configuration not stated),0,101,-0.1,-1,-4,-1.4,1.2,0,-13,105
CCOc1ccc(Br)cc1S(=O)(=O)Nc1cccc(S(=O)(=O)N(C)C)c1,-12,92,-0.5,9,-6,0.1,1,3,10,103
CN1C(=O)CC(n2c(CO)nc3ccccc32)C1=O (configuration not stated),-5,101,-0.4,-1,10,0.7,1.1,1,-9,95
Cc1ccnc(SCc2cn3c(C)cccc3n2)n1,-13,116,0.1,-19,-4,-0.3,1.4,-3,-1,108
COc1cccc(-c2nc(-c3ccccc3)no2)c1,7,150*,0.0,-43,-12,0.8,7.3*,-5,128,113
CSc1nc(C)c(Cl)c(C)c1C#N,-7,96,-0.3,3,6,-1.0,1.1,-3,1,99
CN(C(=S)NC(=O)C1(C)CC1(Cl)Cl)c1ccccc1 (configuration not stated),-2,97,-0.1,3,3,0.3,1.2,-5,22,104
O=C(NCc1cccnc1)NC1(C(F)(F)F)Oc2ccc(Cl)cc2O1 (configuration not stated),12,110,-0.2,-11,15,-1.2,2.5,-10,-22,92
O=C(/C=C/c1ccco1)NCCCN1CCN(CCCNC(=O)/C=C/c2ccco2)CC1,1,101,0.0,-1,-5,-0.1,0.94,2,2,107
O=C(Nc1cccnc1)C1(c2ccc(Cl)cc2)CCCC1,-13,101,-0.3,4,7,0.1,1,-3,11,94
Cc1ccc(O)c(C(=O)c2cc(C#N)c(=O)n(CC3CCCO3)c2)c1 (configuration not stated),11,101,0.3,-1,0,2.1,0.74,-5,5,103
CCC(=O)Nc1c(C(=O)N2CCCCCC2)cnn1-c1ccc(C)c(C)c1,5,100,0.3,0,-1,0.0,0.98,2,-4,104
C=CCn1c(N2C(=O)CC(Cc3ccccc3)C2=O)nc2ccccc21 (configuration not stated),-8,104,-0.5,-5,9,3.4,0.9,2,-5,95
O=[N+]([O-])c1ccc(NC(=S)N2CCN(c3ccccc3)CC2)cc1,-6,100,0.3,0,1,0.1,1.1,-2,-4,98
Clc1ccc(C(c2ccccc2)N2CCNCC2)cc1 (configuration not stated),12,103,-0.3,-4,-2,0.0,1.3,2,0,99
COc1ccc(CNC(=O)CCCCCNc2nc(=S)[nH]c3ccccc23)cc1,-2,105,-0.3,-7,1,-0.3,0.95,2,-12,101
CSCCC(NS(=O)(=O)/C=C/c1ccccc1)C(=O)O (configuration not stated),-13,104,-0.2,-5,3,-0.5,1.3,10*,21,105
CCOC(=O)N1CCC(c2cc(=O)n3[nH]cc(C(=O)OC)c3n2)CC1,-3,99,0.4,1,8,-0.8,1,1,-12,97
O=C(COC(=O)c1cc([N+](=O)[O-])ccc1NCCO)c1ccc(Cl)cc1,-7,94,-0.3,7,-7,0.6,0.95,-16,-13,102
CC1=CC(C)[C@H](/C=N/n2c(=O)[nH]c3c([nH]c4ccc(C)cc43)c2=O)C(C)C1 (some centres not stated),-8,101,-0.2,-2,19,-0.7,0.94,-4,-14,93
Cc1nc(CNS(=O)(=O)c2cccc(F)c2)cs1,0,96,0.1,8,3,0.3,.,.,20,99
Cc1ccc(S(=O)(=O)NCC(=O)OCC(=O)NCc2ccc(F)cc2)cc1,4,97,-0.1,4,-7,-1.1,1.7,-2,3,106
CN(C)/C=C(/C(=O)c1ccc(Cl)cc1)S(=O)(=O)c1ccc(Cl)cc1,-8,99,-0.1,1,-2,-5.6,1.3,12*,10,103
COc1ccc(C(=O)Oc2ccc(C(=S)N3CCCC3)cc2)cc1OC,3,92,-0.1,9,4,0.1,1.3,-7,-24,97
Brc1nc(Br)n(Cc2ccccc2)n1,-4,98,0.1,-2,-1,0.0,0.99,5,4,105
CO/N=C/Cc1c([N+](=O)[O-])c(C)nn1C,-3,97,-0.3,1,-4,-0.6,1,-5,4,108
COc1ccccc1C1(O)CCN(CC(=O)Nc2c(C)nn(C)c2C)CC1,-27,113,0.1,-15,4,0.5,1.2,-4,0,102
CCNc1nc(NCC)nc(Oc2ccc(OCC)nn2)n1,2,101,-0.4,-1,12,-0.5,1.3,-4,-4,95
Cc1cc(NC(=O)CCC(=O)N(c2cccc(F)c2)C(C(=O)NC2CCCC2)c2ccncc2)no1 (configuration not stated),10,102,0.2,-1,-1,-2.1,1.1,-4,13,105
COc1cc(C2c3c(-c4cc(Cl)c(C)cc4O)n[nH]c3C(=O)N2Cc2cccnc2)ccc1O (configuration not stated),7,108,-0.2,-9,0,0.0,0.78,-6,6,103
CCOC(=O)c1ccc2ncc(C(=O)OCC)c(NCCN(C)C)c2c1,-4,99,-0.2,1,-4,-0.5,.,.,4,108
O=C(CCc1ccccc1)Nc1ccc(NC(=O)C2CCCCC2)nc1,-9,104,-0.1,-6,2,0.0,1,-6,13,102
Cc1ccc(NC(=S)N(CCCN2CCOCC2)Cc2ccco2)cc1,1,96,-0.2,2,10,-2.3,1,-1,9,94

# 9 compounds already listed, arranged by SMILES length, largest number first:
SMILES,TLR4-MyD88 BLA,STAT1 act,Hsp70 act,STAT1 inh,STAT3 blocker,DTT redox prof,NF-kB neuron act,Efa HMGR inh,APP 5'UTR act,STAT3 act
Cc1cc(NC(=O)CCC(=O)N(c2cccc(F)c2)C(C(=O)NC2CCCC2)c2ccncc2)no1 (configuration not stated),10,102,0.2,-1,-1,-2.1,1.1,-4,13,105
O=C(COC(=O)c1cc([N+](=O)[O-])ccc1NCCO)c1ccc(Cl)cc1,-7,94,-0.3,7,-7,0.6,0.95,-16,-13,102
O=C(NCc1cccnc1)NC1(C(F)(F)F)Oc2ccc(Cl)cc2O1 (configuration not stated),12,110,-0.2,-11,15,-1.2,2.5,-10,-22,92
Cc1ccc2occ(/C=C/C(=O)c3ccccc3O)c(=O)c2c1,-10,101,-0.4,-1,-3,2.2,2.3,0,10,108
CN(C(=S)NC(=O)C1(C)CC1(Cl)Cl)c1ccccc1 (configuration not stated),-2,97,-0.1,3,3,0.3,1.2,-5,22,104
CSCCC(NS(=O)(=O)/C=C/c1ccccc1)C(=O)O (configuration not stated),-13,104,-0.2,-5,3,-0.5,1.3,10*,21,105
O=C(Nc1cccnc1)C1(c2ccc(Cl)cc2)CCCC1,-13,101,-0.3,4,7,0.1,1,-3,11,94
COc1cccc(-c2nc(-c3ccccc3)no2)c1,7,150*,0.0,-43,-12,0.8,7.3*,-5,128,113
CSc1nc(C)c(Cl)c(C)c1C#N,-7,96,-0.3,3,6,-1.0,1.1,-3,1,99

# The list goes on:
SMILES,TLR4-MyD88 BLA,STAT1 act,Hsp70 act,STAT1 inh,STAT3 blocker,DTT redox prof,NF-kB neuron act,Efa HMGR inh,APP 5'UTR act,STAT3 act
O=P(O)(CP(=O)(c1ccccc1)c1ccccc1)c1ccccc1,-1,96,0.0,5,1,0.1,1.4,1,11,105
CSc1nc2sc3c(c2c2nncn12)CCC3,-7,102,0.4,-2,19,0.0,1.2,3,-2,87
O=C(N/N=C1\CCCc2oc(C(=O)O)cc21)c1ccccc1,-6,117,-0.1,-20,5,-1.1,1.1,-2,74,98
CC(=O)NCCn1c(SCC(=O)c2ccc(Cl)cc2)nc2ccccc2c1=O,-5,98,0.0,2,5,1.0,0.92,2,21,99
CN(C)CCNC(=O)Nc1cccc(Cl)c1Cl,6,107,-0.1,-8,7,-4.1,1.1,-3,.,99
CCOc1ccc(NS(=O)(=O)c2cc(Cl)ccc2OC)cc1,-10,99,-0.3,1,13,5.1,0.79,-2,-14,93
COc1ccc(NC(=O)c2ccccc2[N+](=O)[O-])cc1OC,-13,98,-0.1,2,-4,0.5,1.2,3,7,101
CN1CCc2nc3sc(C(=O)NCc4ccccc4)c(N)c3cc2C1,2,102,0.1,-5,23,0.2,1.5,-5,10,84
CCC(C)NC(=O)CN(c1cc(C)ccc1OC)S(C)(=O)=O (configuration not stated),-2,107,0.4,-8,0,1.2,1.1,2,0,102
O=C(COC(=O)[C@@H]1CC(O)CN1S(=O)(=O)c1ccccc1[N+](=O)[O-])Nc1ccc2ccccc2c1 (some centres not stated),-18,100,-0.5,0,6,-0.9,1.4,-1,9,97
CC(=O)c1c(C)n(CCO)c2ccc(O)cc12,-1,99,0.3,1,11,0.2,0.85,0,-1,95
CC(CCc1ccc(O)cc1)NC1C2CC3CC(C2)CC1C3 (configuration not stated),7,106,-0.4,-7,-3,-0.1,0.99,-4,.,103
CCOc1ccccc1NC(=O)C(=O)/C=C(\O)c1cc(OC)ccc1OC,5,96,0.2,5,4,2.2,0.98,-5,19,101
Cc1ccccc1Cn1c(=O)n(CCCC(=O)NCc2ccco2)c(=O)c2sccc21,6,100,-0.4,0,13,0.1,1.1,-2,-4,93
Cc1ccccc1-c1ccc(Nc2ccc(C(=O)N3CCOCC3)cc2)nn1,-2,104,-0.1,-4,19,-0.1,0.93,-7,-11,88

# Screening data from PubChem.
